TCR act = activates T cell receptor signaling; primary human leukocytes, anti-CD3, IL-2 HTRF, 48 h; Potency, µM (top dose mostly 9.22 µM), without a hit: at the top dose activation of IL-2 secretion, hits mostly activators; 330,000 tested, under 10 active; AID 504894; note: % of control where 0% means no effect
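Activity was scored as IL-2 release from primary human leukocytes given only a TCR signal (a-CD3 beads) plus compound for 48 hr. Detection used a two-antibody HTRF format read at 665nm.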
CXXC DNA block = MLL CXXC-DNA interaction inhibition; Q03164; MLL-CXXC / FITC-HOXA9 DNA fluorescence polarization; 290,000 tested, 0.037% active; Potency, µM (series often up to 115 µM), for inactives: top-dose activity change, negative = inhibition, most hits filed as inhibitors; active = well fitted inhibition curve with a large enough effect in the polarisation, with a control signal flat, not every such curve was filed as active; inconclusive = small, poorly fitted or top-dose-only effect, or effect the other way, or a change in a side signal; inactive = no such curve, though single readings can be large or run the other way; the % refers to the polarisation; note: potency is the fitted concentration of half-maximal effect
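Fluorescence polarization: 7 uM MLL-CXXC (stock) preincubated 5 min with compounds, then 50 nM fluorescein-HOX-A9 DNA (stock) added; 30 min ambient. Buffer 50 mM Tris-HCl pH 7.5, 50 mM NaCl, 1 mM DTT, 0.05% BSA.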
A-T KAP1 phos = potential ataxia-telangiectasia treatment | Potency, µM (series often up to 57.5 µM), inactives show at the highest dose activation, usual class: activators | […] A-T fibroblasts, KAP-1 phosphorylation AlphaLISA; neocarzinostatin DNA damage 30 min before lysis | 320,000 tested, 0.19% active; note: potency is the fitted concentration of half-maximal effect; % of control where 0% means no effect; nearly all actives have a fitted effect of over 45% in size
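ATM-like activity read as KAP-1 phosphorylation via AlphaLISA donor/acceptor antibody pairs after lysis and 6 hr at 25C. Cells were ATM-null patient fibroblasts ([…], hTERT), dosed 60 min, then exposed to the DSB inducer NCS for 30 min.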
Integrin act MD = activates integrin-mediated alleviation for muscular dystrophy. alpha7betagal myoblasts, beta-gal FDG fluorescence, 48 h. Potency, µM (top dose mostly 38.3 µM), inactives show top-dose activation, usual class: activators. 350,000 tested, 0.064% active. AID 624291;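 note: potency is the fitted concentration of half-maximal effect; 100% = response of the positive control SU9516; nearly all actives have a fitted effect of over 60% in size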
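alpha7betagal+/- myoblasts (passage 13, 250/well) treated 48 h at 37C with compounds at 1:260 dilution of DMSO stock. Lysed, then beta-galactosidase activity read as FDG fluorescence (ex 480/em 540) after 30 min, with pre-read for autofluorescence.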
Mito fusion act = inhibitors of mitochondrial division or activators of mitochondrial fusion; S. cerevisiae fusion-defective mutant growth rescue, CellTiterGlo 48 h; Potency, µM (titrated, usually from 46.1 µM), inactives show top-dose growth rescue (activation), actives largely listed as activators; 320,000 tested, 0.23% active;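 note: potency is the fitted concentration of half-maximal effect; % of control where 0% means no effect; nearly all actives have a fitted effect of over 45% in size; temperature-sensitive fusion mutants such as fzo1-1 at 37 °C on non-fermentable ethanol glycerol medium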
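S. cerevisiae fusion-defective temperature-sensitive mutants (e.g. fzo1-1, mgm1-5) grown 48 h at 37C in YPEG (ethanol/glycerol non-fermentable) medium with 23 nl compound per well; growth rescue read as CellTiterGlo luminescence.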
S-ASM inh = blocks human secretory acid sphingomyelinase | P17405 | placental ASM, HMU-PC fluorogenic substrate, 60 min | Potency, µM (doses to about 57.5 µM), without a hit: top-dose activity change, negative = inhibition, usual class: inhibitors | 340,000 tested, 0.006% active; note: potency is the fitted concentration of half-maximal effect
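Steps: dispense placental human ASM, pin compound, wait 10 min at room temperature, add HMU-PC0 substrate at 9 uM final, incubate 60 min at 37 °C, add stop solution raising pH to 10, read fluorescence.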
Menin MLL FP TR = menin-MLL binding inhibition, Texas Red mutant peptide; O00255; Menin + Texas Red MLL mutant peptide, fluorescence polarization; Potency, µM (titrated, usually from 61.6 µM), for the others: at the top dose FP activity change, negative = inhibition, usual class: inhibitors; 270,000 tested, 0.23% active; AID 1768; active = well fitted inhibition curve with a large enough effect in the polarisation, with a control signal flat, not every such curve was filed as active; inconclusive = small, poorly fitted or top-dose-only effect, or effect the other way, or a change in a side signal; inactive = no such curve, though single readings can be large or run the other way; the % refers to the polarisation; note: potency is the fitted concentration of half-maximal effect; % of control where 0% means no effect; many of its hits are not listed in these tables
MBNL1-CUG inh = MBNL1-poly(CUG) RNA binding inhibition; Q9NR56; TR-FRET MBNL1-His/biotin-(CUG)12 binding, 665/545 ratio; Potency, µM (doses to about 57.5 µM), inactives show at the highest dose activity change, negative = inhibition, usual class: inhibitors; 280,000 tested, 0.036% active; AID 2675; active = well fitted inhibition curve with a large enough effect in the signal ratio, with a control signal flat, not every such curve was filed as active; inconclusive = small, poorly fitted or top-dose-only effect, or effect the other way, or a change in a side signal; inactive = no such curve, though single readings can be large or run the other way; the % refers to the signal ratio; note: potency is the fitted concentration of half-maximal effect; % is set by controls: 0 for no effect and ±100 for the full control effect
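Inhibition of protein-RNA binding appears as loss of TR-FRET between terbium anti-His antibody on MBNL1-His and streptavidin-XL665 on biotin-(CUG)12. Activity is normalized to buffer-only and uninhibited-complex controls.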
PTAP TSG101 blk = blocks PTAP/TSG101 interaction to inhibit HIV-1 budding; AID 493005; Potency, µM (top dose mostly 115 µM), inactives show at the top dose activity change, negative = inhibition, usual class: inhibitors; 340,000 tested, under 10 active; Fluorescence polarization, FITC-PTAP peptide / Tsg101 binding; active = well fitted inhibition curve with a large enough effect in the main read-out, with a control signal flat, not every such curve was filed as active; inconclusive = small, poorly fitted or top-dose-only effect, or effect the other way, or a change in a side signal; inactive = no such curve, though single readings can be large or run the other way; note: potency is the fitted concentration of half-maximal effect; % of control where 0% means no effect
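Tsg101 binding domain (10 uM final) was mixed with compound and a FITC-labeled PTAP peptide (50 nM final) in HEPES pH 7.5 buffer with NaCl, Tween 20, EDTA and TCEP; fluorescence polarization was read after 20 min at r.t.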
TSHR antag = human thyrotropin receptor antagonism | TSHR-expressing cells, TSH-stimulated cAMP HTRF, 2 h; stronger effect = lower value | 330,000 tested, 0.2% active | activity change, negative = inhibition, % at 11.5 µM;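 active = activity change below a set negative limit, meaning inhibition stronger than a set level, cut at about -70% in these data; inconclusive = activity change between two set negative limits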; note: % is set by controls: 0 for no effect and ±100 for the full control effect
Target sequence (P16473 whole entry, looked up): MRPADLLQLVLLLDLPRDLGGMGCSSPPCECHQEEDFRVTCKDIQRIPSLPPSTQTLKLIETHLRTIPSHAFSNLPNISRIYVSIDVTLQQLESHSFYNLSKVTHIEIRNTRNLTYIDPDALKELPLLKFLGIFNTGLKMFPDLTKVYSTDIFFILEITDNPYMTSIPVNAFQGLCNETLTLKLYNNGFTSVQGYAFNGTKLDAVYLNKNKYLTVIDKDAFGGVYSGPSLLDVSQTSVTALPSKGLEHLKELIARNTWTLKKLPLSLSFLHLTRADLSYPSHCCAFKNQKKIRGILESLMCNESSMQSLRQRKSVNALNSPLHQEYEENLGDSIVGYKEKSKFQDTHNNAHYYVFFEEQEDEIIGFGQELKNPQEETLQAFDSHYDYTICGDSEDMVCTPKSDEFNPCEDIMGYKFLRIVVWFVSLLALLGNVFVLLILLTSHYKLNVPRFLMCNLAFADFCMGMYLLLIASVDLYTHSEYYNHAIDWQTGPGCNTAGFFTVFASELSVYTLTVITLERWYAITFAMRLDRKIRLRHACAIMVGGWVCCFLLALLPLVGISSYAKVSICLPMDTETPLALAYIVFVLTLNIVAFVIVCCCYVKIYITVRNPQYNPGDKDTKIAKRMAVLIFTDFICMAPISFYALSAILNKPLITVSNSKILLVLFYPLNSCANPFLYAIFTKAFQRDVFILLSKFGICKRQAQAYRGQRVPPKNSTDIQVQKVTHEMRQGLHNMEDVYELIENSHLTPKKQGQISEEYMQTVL
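Competitive HTRF cAMP read-out (cryptate anti-cAMP antibody, cAMP-d2; 30 min, room temperature) in freshly harvested TSHR cells. Compounds added before TSH at EC80 (4nM final), followed by 2 hours' incubation at 37 deg C.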
An asterisk follows results filed as active; ? = inconclusive; nt = no result given; [ ] = remark or other dose. Unless noted, calls come from the whole dose curve; as a rule, active = well fitted curve in the direction sought with a large enough effect; inconclusive = small, poorly fitted or top-dose-only effect, or another doubt; inactive = no such curve, though single readings can be large; an effect the other way counts as inactive or inconclusive. A portion of the library; count on the stated rates, not on these rows.

molecule,A-T KAP1 phos,PTAP TSG101 blk,S-ASM inh,TCR act,Integrin act MD,Menin MLL FP TR,MBNL1-CUG inh,CXXC DNA block,Mito fusion act,TSHR antag
CCN(CC)CCN1C(=O)c2ccccc2NC1c1ccc(F)cc1 (centres undefined),-2.9%,-7.8%,121.7%[activator],10.0%,4.7%,-14.9%,2.8%,-26.1%,-0.8%,5.8
COc1ccc(-c2ccc3c(c2)[C@@H]2C[C@H](N(C)S(=O)(=O)c4ccccc4)[C@H]([C@H](C)O)C(=O)N2CC3)cc1,nt,-2.7%,-19.9%,-1.0%,-9.3%,nt,nt,nt,nt,nt
CCC(=O)CN(Cc1cc(OC)ccc1OC)S(=O)(=O)c1ccccc1Br,5.6%[11.5 µM],-1.6%,2.8%,-0.9%[46.1 µM],-7.4%,nt,nt,nt,nt,3.3
Cc1cc(=O)oc2cc(OCC(=O)OCC(=O)Nc3ccc4ccccc4c3)ccc12,1.9%,-3.1%,40.9%[activator],2.8%[46.1 µM],-12.1%,-4.2%,-11.7%,4.9%,-2.0%,-5.2
CC(C)c1ccc(NC(=O)CSc2n[nH]c(=O)n2C2CC2)cc1,7.7%,-5.1%,8.3%,-1.2%,-10.5%,nt,-5.6%,13.9%,1.3%,7.4
COc1ccc(C(=O)OCC(=O)c2ccc(CNC(C)=O)s2)cc1,-1.9%,-2.6%,-0.8%,11.5%,14.5%,nt,nt,nt,3.2%,5.8
COc1ccc(C2CC(O)(c3ccccc3)Oc3c(C)ccc(C)c32)cc1 (centres undefined),?,-4.1%,-16.0%,-5.9%,-8.9%,21.8%,-0.5%,6.4%,4.8%,-15.9
CCO[C@H]1OC(C(=O)Nc2ccccc2)=C[C@@H](c2coc3ccccc3c2=O)[C@@H]1CCCO,-4.9%,-0.9%,-13.8%,-0.1%,1.0%,-16.6%,-5.7%,-17.9%,8.6%,4.5
Cc1cc2nnc(SCCCCN3C(=O)c4ccccc4C3=O)n2c2ccccc12,2.0%,nt,nt,nt,nt,-10.2%,-7.2%,7.7%,-0.2%,11.8
Cc1c(CCO)c(=O)[nH]n1S(=O)(=O)c1cccc(C(F)(F)F)c1,-1.7%,-2.6%,0.1%,1.2%,2.0%,-1.5%,-1.4%,4.5%,1.0%,20.7
NC(=O)[C@H](Cc1cc2ccccc2s1)NC(=O)[C@@H]1CC2(CC(c3cccc(NC(=O)[C@@H]4CCC(=O)N4)c3)=NO2)CN1C(=O)/C=C/Sc1ccccc1 (some centres undefined),12.5%,1.5%,-14.8%,5.9%,15.6%,1.8%,-9.3%,5.4%,0.1%,9.8
COc1cccc(OC)c1C(=O)OCC(=O)Nc1ccc(OC(F)(F)F)cc1,2.6%,-4.3%,?,-4.9%,-7.1%,?,-5.8%,12.2%,12.2%,-4.1
Cc1ccc2nc(SCC(=O)NNC(=O)c3ccccc3)[nH]c2c1,1.2%,-4.4%,2.4%,3.7%[46.1 µM],-23.2%,-3.2%,-1.7%,11.1%,-3.1%,7.9
COCCCNC(=S)Nc1cccc(S(=O)(=O)NC2=NCCC2)c1,-0.2%,-1.5%,0.1%,-0.6%,20.1%,0.3%,-9.2%,-0.1%,2.0%,-1.7
COCCNC(=O)c1onc(CS(=O)(=O)c2cc(C)cc(C)c2)c1C(=O)NCCOC,10.0%,-3.4%,5.5%,3.6%,-6.9%,nt,nt,nt,-1.8%,3.5
CCC(C)(C)c1nnc(NC(=O)c2cccc([N+](=O)[O-])c2)s1,-2.8%,-0.7%,-1.3%,0.0%[46.1 µM],?,4.7%,?,0.6%,21.9%,-4.5
O=C(COC(=O)COc1ccc(Br)cc1)Nc1cccnc1Cl,-11.5%,2.9%,-7.6%,-3.3%[46.1 µM],5.2%,-3.5%,2.4%,-2.4%,5.8%,4.1
Cc1ccc(SCC(=O)NC(C)(C)C)cc1,nt,-0.2%,2.5%,-0.6%,0.8%,5.1%,1.2%,4.8%,1.1%,nt
COc1cc(OC)nc(NC(=O)COC(=O)c2cccc(Cl)c2)n1,-17.4%,-0.7%,0.5%,3.4%,20.4%,-11.3%,-2.2%,-2.8%,-0.3%,9.2
CCN(CC)CCCn1c2c(c(SCC(=O)Nc3nc4ccccc4s3)nc1=O)CCC2,4.0%,-2.1%,0.7%,1.0%,-38.7%,nt,nt,nt,-3.7%,-4.4
CS(=O)(=O)c1ccc(Cl)c(NC(=O)C2CCN(S(=O)(=O)c3cccs3)CC2)c1,-0.5%,1.4%,2.6%,nt,20.3%,nt,nt,nt,-8.6%,-22.6
Nc1nonc1-n1nnc(C(=O)N/N=C/c2ccc(OCc3ccccc3)cc2)c1CN1CCCCC1,2.6%,-3.7%,-22.3%,1.7%,13.5%,19.5%,4.6%,11.9%,-4.3%,-12.1
Cc1ccc(S(=O)(=O)NNC(=O)Cc2cccn2C)cc1,15.3%,-3.4%,4.7%,-4.8%,4.2%,-0.6%,0.6%,-8.2%,-2.0%,14.9
CCOC(=O)C1=C(O)CCn2c1nc1ccccc12,14.8%,-5.1%,2.9%,13.0%,?,-14.5%,-9.5%,-5.1%,3.1%,-1.6
Cc1nc(-c2ccc(F)cc2)c(CC(=O)N(C)CC(=O)Nc2ccccc2C(F)(F)F)s1,-6.3%,3.8%,1.3%,2.0%,-5.9%,nt,nt,nt,4.6%,8.9
CN(C)CCCNc1nc2sc3c(c2c(=O)n1CCc1ccccc1)CCCCC3,-3.7%,-0.2%,-9.1%,-0.4%,-43.1%,nt,nt,-7.1%,1.2%,-5.0
O=C(CNS(=O)(=O)c1ccccc1)Nc1ccc2c(c1)OCO2,-3.4%,-0.1%,-1.0%,6.9%,-31.4%,-1.2%,-2.1%,2.0%,?,-5.7
CCOc1cc2[nH]c(=O)n(CCCC(=O)N(C)Cc3ccccc3)c(=O)c2cc1OCC,-2.2%,-2.2%,-0.4%,-3.2%,11.0%,-19.8%,nt,3.8%,-0.2%,5.0
O=C(CSc1nnc(NC(=O)c2ccccc2[N+](=O)[O-])s1)NCC1CCCO1 (centres undefined),-16.8%,1.0%,-1.3%,4.6%,20.5%,nt,5.4%,12.0%,2.4%,10.5
Cc1cc(OC(=O)c2ccccc2)c([N+](=O)[O-])c(=O)[nH]1,5.6%,-0.1%,2.9%,1.6%,3.8%,11.7%,-28.2%,0.6%,22.8%,9.4
O=C(CSc1nnc(-c2ccccc2)o1)NC1CCCCC1,1.2%,-6.8%,3.3%,-2.2%,19.9%,-18.0%,-5.7%,-0.9%,7.4%,-9.4
O=c1oc2cc(Oc3ccc(C(F)(F)F)cc3[N+](=O)[O-])ccc2c2c1CCCC2,4.6%,-1.0%,25.1%,-7.1%,10.5%,-17.8%,?,-5.9%,1.9%,-19.5
O=C(C1CCCCC1)N1CCN=C1SCc1cccc([N+](=O)[O-])c1,5.9%,-5.5%,-2.0%,-3.5%,-6.6%,-16.4%,13.0%,2.1%,-2.0%,-3.8
C/C(Cc1ccccc1)=N\NC(=O)CNC(=O)c1ccccc1O,-19.0%,-0.5%,2.4%,-5.7%,-8.9%,nt,-9.6%,1.4%,4.7%,8.0
C(=C\c1ccc2ccccc2n1)/c1ccccc1,3.4%,-0.5%,-0.6%,-2.4%,-42.8%,17.8%,?,-2.0%,3.0%,-35.2
NNC(=O)c1nnn(-c2nonc2N)c1CN1CCCC1,2.5%,-0.1%,5.5%,-3.8%,4.8%,2.7%,0.1%,-7.2%,0.1%,3.6
CCN(CC)CCNC(=O)CCc1c(C)nc2c(c(C)nn2-c2ccc(C)c(C)c2)c1C,-3.6%,-2.4%,-8.0%,-172.8%,-79.5%[inhibitor],?,-17.7%,12.8%,-21.8%,-9.7
Cc1ccc(S(=O)(=O)N/N=C\c2ccc3c(c2)OCO3)c(C)c1,8.9%,-4.7%,-2.1%,4.1%,?,nt,0.2%,9.3%,-2.1%,13.1
COc1cccc(-c2ncc3ccccc3c2COC(=O)N2CCOCC2)c1,2.0%,-6.0%,-0.8%,5.2%,0.0%,nt,nt,nt,18.3%,-5.6
COc1ccc(NC(=O)Cn2nc(C(=O)O)c3ccccc3c2=O)cc1OC,-4.9%,-6.1%,0.6%,0.1%,-10.4%,6.6%,11.5%,7.7%,-1.0%,-2.7
O=C(O)[C@@H]1CSC2c3ccccc3C(=O)N21 (some centres undefined),15.9%,-3.9%,-1.1%,-1.8%,14.0%,2.7%,-5.3%,-5.6%,-7.8%,4.0
COc1ccc(Cn2c(=O)[nH]c3cc(C(=O)NCc4ccc5c(c4)OCO5)ccc3c2=O)cc1,nt,-4.0%,27.2%,-15.5%,-2.7%,nt,nt,nt,nt,nt
